Hck Nef HTS: inhibitors of human Hck kinase activated by Nef; P08631; Recombinant Hck-YEEI plus Nef, Z-Lyte FRET kinase assay; inhibition, % at 20 µM; 220,000 compounds, 0.68% hits;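 active = Hck-Nef kinase inhibition above about 50%, limit read from the data; inactive = inhibition below that limit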;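 also: 0% = DMSO with Hck plus Nef and 100% = Hck alone without Nef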
KLK5 inh: kallikrein 5 (human) inhibition | Q9Y337 | recombinant hK5, fluorogenic AMC substrate cleavage | inhibition, % at 5 µM | 210,000 compounds, 0.59% hits | AID 873;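 active = inhibition of 40% or more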;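 also: 0% = enzyme controls without compound and 100% = no-enzyme blanks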
Target sequence (Q9Y337 67-293 limits assumed): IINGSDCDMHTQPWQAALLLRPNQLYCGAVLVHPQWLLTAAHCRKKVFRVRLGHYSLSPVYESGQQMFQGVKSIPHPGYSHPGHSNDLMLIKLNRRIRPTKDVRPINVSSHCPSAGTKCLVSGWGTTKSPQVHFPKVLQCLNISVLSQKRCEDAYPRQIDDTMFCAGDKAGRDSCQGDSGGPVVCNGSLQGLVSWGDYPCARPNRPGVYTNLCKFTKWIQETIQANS
TNF death inh: blocks TNF-alpha induced death of Jurkat FADD-/- cells; Jurkat FADD-/- TNF necroptosis rescue, ATP luminescence, 24 h; 0 = TNF only, 100 = no-TNF cells; activation (protection from cell death), % at 10 µM; 220,000 compounds, 0.068% hits; AID 463075;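 active = activation, meaning protection from cell death, of at least 50% relative to plate controls; inactive = activation below 50%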;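 also: necroptosis triggered by 40 ng/mL TNF-alpha added together with compound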
Rad51 HR inh: Rad51 (human) homologous recombination inhibition | Q06609 | hRad51 DNA strand exchange, fluorescence dequenching | inhibition, % at 10 µM | 200,000 compounds, 0.085% hits | AID 1385;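 active = inhibition above 40% at the single screening dose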;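 also: 0% = DMSO control wells and 100% = blanks with heterologous ssDNA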
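System: hRad51 filaments on single-stranded DNA; reagent: Fluorescein- and BHQ1-tagged 47-mer duplex; compound dosing: one concentration, 10 µM final; timing: filaments 15 min 37 °C, then compound 30 min; measured by: fluorescein emission 520 nm, excitation 485 nm; benchmarks: per-plate controls and blanks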
KCC2 mod: modulators of human KCC2 chloride dependent transport; KCC2 cells, thallium flux FluoZin-2 fluorescence; AID 1456; Q9H2X9; 190,000 compounds, 2.2% hits; B-score of Tl+ flux slope (higher = more flux/activation; lower = inhibition) at 10 µM;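 active = thallium flux slope and its plate-corrected score both differing from the plate sample mean at a set confidence after two filtering rounds, in either direction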;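 also: slope of fluorescence scaled to starting intensity during 10 to 20 s after thallium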
L929 necroptosis: blocks zVAD induced death of L929 cells | L929 zVAD necroptosis rescue, ATP luminescence, 24 h; with zVAD 60 µM | viability rescue, % at 10 µM | 220,000 compounds, 0.38% hits | AID 1377;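 active = activation, scaled between plate controls, above about 75%, limit read from the data; inactive = activation under that limit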;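 also: 0% = zVAD with DMSO and 100% = DMSO alone without zVAD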
FXIa inh 1536: inhibitors of human coagulation factor XIa. P03951. purified FXIa, Boc-Glu-Ala-Arg-AMC fluorogenic substrate. inhibition, % at 5 µM. 220,000 compounds, 0.14% hits. AID 798;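 active = inhibition of at least 40%; inactive = inhibition below 40%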;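 also: fluorescence of freed AMC excited at 355 nm; 0% = enzyme without compound and 100% = no enzyme blank; many of its hits are not listed in these tables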
Target sequence (P03951 19-387 limits assumed): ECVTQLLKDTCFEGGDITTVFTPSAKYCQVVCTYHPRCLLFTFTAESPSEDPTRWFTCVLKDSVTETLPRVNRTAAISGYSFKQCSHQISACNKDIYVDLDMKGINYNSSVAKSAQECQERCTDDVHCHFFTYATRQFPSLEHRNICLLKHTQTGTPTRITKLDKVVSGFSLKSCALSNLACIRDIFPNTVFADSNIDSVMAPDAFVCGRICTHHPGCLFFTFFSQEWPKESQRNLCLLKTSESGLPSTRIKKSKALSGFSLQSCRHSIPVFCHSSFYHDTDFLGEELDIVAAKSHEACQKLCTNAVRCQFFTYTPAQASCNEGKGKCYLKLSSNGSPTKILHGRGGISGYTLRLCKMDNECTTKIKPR
Target sequence (P03951 388-625 limits assumed): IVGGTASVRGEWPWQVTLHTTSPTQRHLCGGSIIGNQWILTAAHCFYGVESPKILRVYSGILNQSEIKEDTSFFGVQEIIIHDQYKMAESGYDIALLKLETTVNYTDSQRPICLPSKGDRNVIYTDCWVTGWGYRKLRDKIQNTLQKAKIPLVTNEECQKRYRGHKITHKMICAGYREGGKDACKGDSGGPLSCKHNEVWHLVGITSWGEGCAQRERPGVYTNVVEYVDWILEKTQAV
thrombin 1536: blocks human thrombin protease activity. P00734. alpha-thrombin, Boc-VPR-AMC fluorogenic substrate cleavage. inhibition, % at 5 µM. 220,000 compounds, 0.26% hits. AID 1046;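 active = inhibition at or above 40%; inactive = inhibition below 40%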;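 also: 0% = enzyme with no compound and 100% = wells without enzyme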
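System: Human alpha-thrombin protein | Medium: pH 7.5 Tris (50 mM) with NaCl 150 mM, Tween 20 0.05% | Times: Enzyme reaction carried out at room temperature | Detection: AMC fluorescence, 355/460 nm | Evaluation: Percent inhibition scaled between no-compound controls and no-enzyme blanks | Benchmarks: Enzyme without compound as high, wells lacking enzyme as low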
FXIIa inh 1536: inhibitors of human coagulation factor XIIa | P00748 | purified FXIIa, Boc-QGR-AMC fluorogenic substrate, 2 h | inhibition, % at 5 µM | 220,000 compounds, 0.3% hits; in the data active = inhibition above about 40%;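 also: 0% = enzyme with no compound and 100% = blank without enzyme; many of its hits are not listed in these tables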
* hit, by the source's call; i = inactive; . = no result given. This is a subset, so the mix of outcomes need not match the whole.

SMILES	FXIIa inh 1536	thrombin 1536	KLK5 inh	FXIa inh 1536	L929 necroptosis	Rad51 HR inh	KCC2 mod	Hck Nef HTS	TNF death inh
COCCOC(=O)C1=C(C)NC(=S)NC1/C=C/c1ccccc1 (stereo not drawn)	15.7	0.3	-15.0	4.3	1.1	-1.9	1.09	7.0	0.4
CNC(=S)N/N=C(\C)c1ccc2c(c1)OCO2	6.4	-1.4	0.4	-2.4	1.6	-5.8	0.74	21.2	-1.4
COc1ccc(C2/C=C\CN(S(=O)(=O)c3ccc(C)cc3)CC(=O)N2Cc2ccc(F)cc2)cc1 (stereo not drawn)	8.3	-0.8	2.8	1.3	0.0	-7.2	-2.23	20.8	-3.1
COc1cc(OC)c(OC)cc1C#N	5.9	-9.4	-0.3	-3.1	1.5	-4.8	1.07	24.8	-0.4
CN1CCN(C(=O)c2cc3nc(-c4ccccc4)cc(C(F)(F)F)n3n2)CC1	11.1	-4.8	-16.3	3.7	-0.1	-18.1	-0.969	-0.2	-1.0
COc1ccc2nc(NC(=S)NC(=O)c3ccco3)sc2c1	5.6	6.8	-1.9	9.0	-0.8	-8.6	80.2*	-14.2	-1.2
CC(=O)Nc1ccc(S(=O)(=O)NC2=NCN(C)CN2)cc1	-1.3	-0.3	-1.0	1.3	0.8	-2.1	0.132	1.1	0.3
CCOP(=O)(OCC)C(NC(=O)Nc1ccc(C)cc1)C(N)=O (stereo not drawn)	6.9	-3.2	0.6	4.1	0.4	5.7	.	17.5	1.7
CNC(=O)c1nnn(-c2ccccc2)c1C(=O)NC	1.7	0.8	-0.2	-3.8	-0.4	-12.8	0.289	-3.6	0.6
CC(C)NC(=O)/C(C#N)=C\c1ccc(N(C)C)c(Br)c1	11.7	-6.5	1.4	-0.3	0.1	6.7	-1.01	7.3	-3.0
CN(CCCC(=O)NC1CC(C)(C)NC(C)(C)C1)S(=O)(=O)c1ccc([N+](=O)[O-])cc1	3.6	3.7	-14.7	-3.0	0.4	2.6	-0.54	0.4	-0.2
CC#CCc1cc2ccccc2c(=O)o1	8.1	5.5	0.0	2.3	1.1	4.2	0	26.1	-0.2
COCCNC(=O)/C(C#N)=C/c1ccc(OCc2ccc(F)cc2)cc1	1.3	1.6	-17.7	-1.2	0.6	-0.5	-1.83	8.0	0.5
OCCCC1CCCCN1Cc1nc(Cc2ccccc2Cl)no1 (stereo not drawn)	3.0	-0.5	7.8	-6.1	11.8	0.7	-0.7	15.2	0.1
CS(=O)(=O)NCCNc1cc(Cl)ccc1[N+](=O)[O-]	6.6	4.8	-1.9	0.7	-0.4	18.4	0.462	7.5	-0.4
O=C1CC(c2ccccc2)CC(O)=C1C=NCc1ccc(Cl)cc1 (stereo not drawn)	3.1	2.5	-34.0	-10.2	0.1	-4.9	0.028	-0.2	-0.7
CC1CCN(C(=O)CSc2nncn2C)CC1	12.0	0.2	-1.0	-6.1	-0.3	-0.4	1.53	0.3	-1.0
Cc1ccc(-c2nnn(CC(=O)N(Cc3ccccc3)C(C(=O)NC(C)(C)C)c3ccncc3)n2)o1 (stereo not drawn)	11.6	-6.6	-4.8	3.4	0.0	.	.	-1.0	-1.0
Oc1cc(-c2ccccc2)c2ccccc2c1	4.7	-9.4	-18.1	1.5	2.2	7.7	-0.00534	7.5	0.3
C=CCn1c(=O)/c(=C\c2ccccn2)s/c1=C(/C#N)C(=O)NCC1CCCO1 (stereo not drawn)	5.5	-1.8	-2.6	-3.4	1.4	.	0.109	18.3	-1.8
c1ccc(N2CCN(Cc3cn4ccccc4n3)CC2)cc1	4.7	-3.0	-1.4	-3.9	4.7	-19.4	0.658	17.5	0.8
O=C(Nc1cccc(C(F)(F)F)c1)c1cccnc1N1CCN(CCO)CC1	16.6	2.4	-9.2	7.5	0.0	-0.6	0.328	2.9	-1.9
COc1ccc(-n2nc3c(c2NC(=O)C2CCCC2)CS(=O)C3)cc1 (stereo not drawn)	-2.8	-7.7	-22.1	-6.8	0.5	-11.9	-1.65	1.0	0.7
Cc1ccc(NC(=O)c2cc(-c3ccccc3)nn2-c2ccccc2)c(Br)c1	6.0	-9.2	-11.4	5.5	0.8	-0.7	0.369	-2.1	1.7
CN(NC1OC(=O)c2ccccc21)c1c([N+](=O)[O-])cc(C(F)(F)F)cc1[N+](=O)[O-] (stereo not drawn)	4.3	-9.6	-6.6	5.6	28.3	22.9	-0.565	5.2	1.6
C/C(=N\NC(=O)c1nn(C)c(C)c1Br)c1ccc(NC(=O)c2ccoc2C)cc1	9.4	-2.4	-8.1	0.9	0.6	.	-0.267	-22.5	3.9
C/C(Cc1ccccc1)=N\NC(=O)CNC(=O)c1ccccc1	9.4	-3.6	3.6	-4.6	0.4	-2.4	-1.9	0.5	1.2
COc1ccccc1N1CC(C)(C)C(=O)N(C(=O)c2ccc(Cl)cc2)C1=S	8.1	-2.4	2.3	-6.4	-0.6	2.8	0.768	6.1	-3.0
O=C(CSc1nnc(CNC(=O)c2ccco2)o1)Nc1ccccc1	6.1	-9.9	-5.0	-3.1	-1.2	11.0	0.932	14.7	1.1
CCNCc1cc([N+](=O)[O-])ccc1OCC	3.2	-5.3	-0.5	-4.2	0.1	-6.3	0.569	20.5	1.5
COc1ccc(OC(=O)c2cnc3n(c2=O)CCS3)cc1	1.8	-0.2	-3.0	-1.1	0.0	0.3	0.809	3.2	5.2
Nc1nc2nccc(-c3cccnc3)n2n1	5.7	-12.8	-8.1	-1.5	7.4	-5.6	0.922	22.1	-1.2
CCCOc1ccc(N2C(=O)CC(NCCCN3CCC(C(N)=O)CC3)C2=O)cc1 (stereo not drawn)	.	.	.	.	-0.3	.	0.958	-5.2	0.7
Cc1nn(Cc2ccc(Cl)cc2)c(C)c1NC(=O)c1noc2c1CCCCC2	5.8	-3.8	-16.3	0.5	1.8	-6.2	-1.28	-5.4	-2.2
COc1ccc(NC(=O)CSc2nnc(-c3ccccn3)n2-c2ccccc2)cc1OC	9.5	1.5	7.2	-19.1	0.1	2.9	-0.0337	-20.3	1.6
CN(C)Cc1c(O)c(Cl)cc2c3c(c(=O)oc12)CCCC3	-69.9	-27.5	i	-55.3	-0.9	-11.1	.	137.0*	0.2
O=C1[C@H]2[C@@H](C(=O)N1c1cc(Cl)cc(Cl)c1)[C@]1(C(=O)Nc3ccccc31)N1CCC[C@@H]21	11.4	3.0	17.5	-1.3	0.6	-3.6	.	5.4	0.0
O=c1oc(-c2ccco2)nc2ccccc12	5.9	8.1	44.2*	22.2	0.3	3.1	-1.21	-23.5	-2.9
COc1ccc(Cn2nnnc2CN2CCc3ccccc3C2)cc1	-8.0	-5.0	6.8	-9.1	-1.5	-6.1	-3.3	-20.8	1.1
CC(C)(C)N=C1NN=C(c2cc3ccccc3o2)CS1	9.2	-0.4	-6.2	6.6	26.4	4.2	0.436	-0.8	4.2
CN(C)c1ccc(/C=N/NC(=O)c2nonc2N)cc1[N+](=O)[O-]	7.8	-5.7	3.4	0.5	2.5	6.3	-0.402	19.6	-0.8
C=CCOC(=O)c1sc(NC(=O)c2ccco2)nc1C	2.0	0.1	4.5	0.9	-0.2	-8.0	.	2.9	-5.7
COCc1c(C(=O)NC2CCCCCC2)oc2ccccc12	5.5	-2.8	-1.7	-3.1	14.7	12.4	-1.47	22.8	1.9
CCOc1ccc(N(CC(=O)Nc2cccc(C)c2C)S(=O)(=O)c2c(C)[nH]c(=O)[nH]c2=O)cc1	10.3	-1.4	-2.4	-1.7	0.0	7.1	-0.756	17.5	0.5
CCCCOC(=O)C(C)c1c(C)[nH]c(=S)[nH]c1=O (stereo not drawn)	9.4	-1.8	-8.7	-4.8	-0.3	-4.5	.	-0.4	-0.9
O=C(COC(=O)c1ccccc1C(=O)N1CCN(c2ccccc2)CC1)Nc1ccc(F)cc1	0.8	-7.9	-4.0	-7.8	-0.9	-5.0	.	0.0	1.5
COc1ccc(C2=NN(C3=NN=C(N)Cc4ncnn43)C(O)(C(F)(F)F)C2)cc1 (stereo not drawn)	6.3	-4.8	-18.1	-6.8	11.5	56.4*	-0.0475	16.8	0.1
O=C(NCc1ccco1)C(c1ccccc1)N(C(=O)Cc1cccs1)c1cccnc1 (stereo not drawn)	5.3	2.7	-1.2	-4.0	0.5	8.8	1.25	9.2	0.1
CCOC(=O)c1cc(NC(=O)C2C3CCC(O3)C2C(=O)O)cc(C(=O)OCC)c1 (stereo not drawn)	4.0	4.5	-5.2	-1.6	-0.2	-1.7	.	0.2	-2.0
CCOC(=O)Cc1csc(NC(=O)CSc2ncnc3c2cnn3-c2ccc(OC)cc2)n1	18.2	-2.6	-10.7	2.2	6.4	0.4	0.329	2.8	-9.3
O=C(NNc1c(Cl)cccc1Cl)C1CCC1	6.0	-4.5	-1.1	-1.4	5.8	-2.6	0.844	12.8	75.2*

Single records, as listed above.
OCCCC1CCCCN1Cc1nc(Cc2ccccc2Cl)no1 (stereo not drawn) as listed: FXIIa inh 1536 = 3.0; thrombin 1536 = -0.5; KLK5 inh = 7.8; FXIa inh 1536 = -6.1; L929 necroptosis = 11.8; Rad51 HR inh = 0.7; KCC2 mod = -0.7; Hck Nef HTS = 15.2; TNF death inh = 0.1
CN1CCN(C(=O)c2cc3nc(-c4ccccc4)cc(C(F)(F)F)n3n2)CC1 as listed: FXIIa inh 1536 = 11.1; thrombin 1536 = -4.8; KLK5 inh = -16.3; FXIa inh 1536 = 3.7; L929 necroptosis = -0.1; Rad51 HR inh = -18.1; KCC2 mod = -0.969; Hck Nef HTS = -0.2; TNF death inh = -1.0
